Screening data from PubChem BioAssay.
APP transl inh: APP translation inhibition | SH-SY5Y APP 5'UTR-luciferase reporter, luminescence | 0.82% of 190,000 active | inhibition, % at 2 µM;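 active = inhibition above a set limit, derived from the sample mean plus 3 SD, cut at about 45% in these data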; also: values of inactives mirror those of a sister screen read the other way
Efa HMGR inh: inhibitors of class II HMG-CoA reductase from Enterococcus faecalis. 0.41% of 190,000 active. purified E. faecalis HMGR, NADPH absorbance 340 nm kinetic. inhibition, % at 10 µM;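 active = inhibition above a set limit, the median over all tested compounds plus 3 SD, cut at about 9.5% in these data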;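 also: enzyme runs in reverse so mevalonate oxidation gives rising NADPH absorbance; 0% = complete reaction with DMSO and 100% = background rate lacking mevalonate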
NF-kB neuron act: compounds increasing NF-kB expression in human neuronal cells. NF-kB reporter expression; hits give high values. fold change at 12.5 µM. 1.6% of 190,000 active; in the data active = fold change above about 3.3
STAT1 activator: activators of IFN-gamma induced STAT1 signaling. NIH 3T3 STAT1-luciferase reporter, luminescence; 100% = IFN-gamma alone, no compound. activation (% of control), % at 5.5 µM. 2.6% of 200,000 active;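 active = activation above the screen-wide mean activation plus 3 SD, cut at about 130% in these data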;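 also: raw ratio to IFN-gamma control signal so 100% means no change and 0% no light; values of inactives mirror those of a sister screen read the other way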
APP 5'UTR act: activates APP 5'UTR luciferase reporter; SH-SY5Y APP 5'UTR luciferase reporter, luminescence; zero percent = DMSO vehicle wells; 1% of 190,000 active; activation, % at 2 µM; AID 1276;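 active = activation above a set limit, based on mean plus 3 SD of controls, cut at about 140% in these data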; also: values of inactives mirror those of a sister screen read the other way
FLuc inhib CS: inhibits firefly luciferase, flagging false hits in luciferase inhibition screens. 1.5% of 200,000 active. inhibition, % at 10 µM. ATPLite firefly luciferase biochemical luminescence, 10 min. AID 1006;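 active = inhibition above about 50% when tested at 10 µM, limit read from the data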
Target sequence (P08659 whole entry, looked up): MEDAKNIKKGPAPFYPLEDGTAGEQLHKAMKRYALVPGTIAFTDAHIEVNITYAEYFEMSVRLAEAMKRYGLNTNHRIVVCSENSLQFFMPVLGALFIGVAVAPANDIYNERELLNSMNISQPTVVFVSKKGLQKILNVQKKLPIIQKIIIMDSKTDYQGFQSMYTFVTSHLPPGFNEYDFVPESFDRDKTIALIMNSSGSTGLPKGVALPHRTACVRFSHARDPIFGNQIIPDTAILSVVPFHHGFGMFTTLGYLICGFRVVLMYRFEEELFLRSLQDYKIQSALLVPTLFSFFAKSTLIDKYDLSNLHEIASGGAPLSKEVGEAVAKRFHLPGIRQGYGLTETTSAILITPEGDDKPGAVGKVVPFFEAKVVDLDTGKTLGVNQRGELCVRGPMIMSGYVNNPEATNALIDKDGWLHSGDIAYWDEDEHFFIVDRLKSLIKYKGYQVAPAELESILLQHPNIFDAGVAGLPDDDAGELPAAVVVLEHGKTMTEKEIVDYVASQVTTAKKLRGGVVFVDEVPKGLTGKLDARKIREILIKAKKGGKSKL
Hsp70 activator: Hsp70 transcriptional activation, primary screen. activation, % at 10 µM. HeLa Hsp70 promoter luciferase reporter, luminescence; scaled: vehicle 0, proteasome-inhibitor control 100%. 0.04% of 200,000 active;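 active = activation above the mean across all tested compounds plus 3 SD, cutoff set per campaign, cut at about 5.5% in these data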;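 also: 100% = MG132 at 30 µM as the positive control and 0% = DMSO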
FLuc act counter: firefly luciferase counter-screen for stimulation assays | P08659 | ATPlite luciferase biochemical, luminescence, 10 min; 0 = ATP-free wells, 1 = DMSO control | activation factor at 10 µM | 200,000 tested, under 10 active | AID 1027;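 active = luciferase activation factor, scaled between plate controls, of at least 2 with compound at 10 µM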
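Material: Luciferase/luciferin reagent mix | Doses: Test compounds dosed from 2 mM stocks in 100% DMSO | Timing: 10 min incubation after luciferase reagent addition, room temperature | Measured by: Luminescence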
Redox H2O2 prof: compounds producing H2O2 with reducing agent – biochemical, NIH compound library profiling, artefact control for MLSCN library redox annotation, primary screen. 0.03% of 200,000 active. AID 878. activation, % at 10 µM. DTT-dependent redox cycling H2O2, phenol red/HRP absorbance; 100% = 100 µM peroxide control, 0% = buffer;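 active = activation of at least 50% relative to the plate's high and low controls in the primary single-dose screen; inactive = activation below 50%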;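 also: compound incubated with DTT at 0.8 mM final as the reducing agent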
G6PDH CS: L. mesenteroides G6PDH inhibition counter-screen. inhibition, % at 5 µM. 0.12% of 200,000 active. Purified L. mesenteroides G6PDH, diaphorase/resazurin coupled fluorescence, 45 min. AID 1020; in the data active = inhibition above about 50%
* hit, by the source's call; . = no result given. No enrichment for hits, and some 5.3% of all compounds hit somewhere here.

Every second line gives: APP transl inh, Efa HMGR inh, NF-kB neuron act, STAT1 activator, APP 5'UTR act, FLuc inhib CS, Hsp70 activator, FLuc act counter, Redox H2O2 prof, G6PDH CS
#1 O=C(Cc1c(C(=O)O)[nH]c2ccc(Cl)cc12)Nc1ccc2c(c1)OCCO2
    6, -2, 1.1, 90, -6, -8, 0.1, 1.1, 1.9, 2
#2 Cc1ccc(C2(C)NC(=O)N(Cc3c(C)noc3C)C2=O)cc1 (stereo unspecified)
    -2, -1, 1.1, 104, 2, -7, -0.3, 1.1, -0.4, -3
#3 COC(=O)Nc1ccc(S(=O)(=O)n2cnc3ccccc32)cc1
    2, -3, 1.3, 91, -2, -6, -0.1, 1.1, 0.4, -3
#4 COc1cccc(NC(=O)CN2CCN(S(=O)(=O)c3ccc(F)cc3)CC2)c1
    -3, -1, 1.2, 100, 3, -4, -0.1, 1, 0.0, -3
#5 O=C(CCCn1c(=O)c2sccc2n(CC(=O)NCC2CCCO2)c1=O)NCc1ccco1 (stereo unspecified)
    -10, -7, 1.2, 104, 10, -6, -0.2, 1.1, -0.4, -1
#6 CCOC(=O)C1C(=O)OC(C)(C)C1C(C)C(=O)c1ccc(OC)cc1 (stereo unspecified)
    8, 1, 1.2, 96, -8, -3, -0.1, 1, 0.8, 2
#7 CCc1nnc(NC(=O)CSc2nnc(Cc3ccccc3)n2-c2ccc(OC)cc2)s1
    5, -9, 1, 100, -5, -2, 0.2, 1, 1.6, 2
#8 Cc1cc(C)n(-c2nc3c(c(=O)n(C)c(=O)n3C)n2CCO)n1
    17, -6, 1.2, 100, -17, -7, 0.2, 1.1, 11, -1
#9 Nc1ncccc1OCc1ccc(Br)cc1
    -67, -3, 3.1, 141*, 67, 12, -0.3, 0.9, -1.3, 12
#10 Cc1ccc2c(c1)N(CCC(=O)NCC1COc3ccccc3O1)C(=O)CO2 (stereo unspecified)
    -20, 0, 0.95, 105, 20, -5, 0.0, 1.1, 0.0, -6
#11 Cc1ccc(C(=O)O/N=C(\N)c2nonc2N)cc1
    -13, -2, 1, 134*, 13, 84*, -0.5, 0.2, 0.1, -10
#12 CCNc1nc(NC(C)(C)C)nc(N2CCCCC2)n1
    -3, -4, 1.6, 64, 3, -5, -0.1, 1.1, -0.3, 12
#13 O=C1C2C3C=CC(C4CC34)C2C(=O)N1Cc1ccco1 (stereo unspecified)
    -25, -3, 1.1, 112, 25, -9, -0.2, 1.1, 0.0, 8
#14 COc1ccc2nc(NC(=O)c3ccc(NS(=O)(=O)c4cccs4)cc3)sc2c1
    -13, 2, 1.1, 110, 13, 8, -0.2, 0.9, -0.1, 9
#15 CCN1CCN(C(=O)/C=C/c2ccc([N+](=O)[O-])cc2)CC1
    7, 2, 1.5, 98, -7, -1, -0.3, 1, -0.6, 12
#16 c1cncc(-c2nn3c(Cn4nnc5ccccc54)nnc3s2)c1
    -7, -4, 0.89, 97, 7, -2, -0.2, 1, 1.9, 2
#17 Cc1cccc(/C(N)=N/OC(=O)c2ccco2)c1
    -163, -6, 6.4*, 110, 163*, 56*, 0.3, 0.4, 0.3, 2
#18 COCCNC(=O)COc1ccccc1C
    8, 0, 1.2, 104, -7, -3, -0.1, 1, 0.1, 4
#19 CCOCCCNS(=O)(=O)c1cc(Br)cc2c1N(C(=O)C1CC1)CC2
    -32, -4, 1.1, 96, 32, -4, -0.1, 1, -1.4, 10
#20 CN1C(=O)C2(C(C#N)=C(N)N(c3ccc(Cl)cc3)C3=C2C(=O)CC(C)(C)C3)c2ccccc21 (stereo unspecified)
    28, -2, 0.21, 101, -28, -6, 0.1, 1.1, 1.2, 13
#21 CCc1nnc(NC(=O)[C@@H](NC(=O)c2ccc(OC)cc2)C(C)C)s1
    -14, 4, 1.6, 104, 14, -1, 0.3, 1, -1.3, 8
#22 C=CCc1cccc(OC)c1OCCOCCn1ccnc1
    -13, -6, 1.3, 97, 13, -2, -0.2, 1, -0.5, 1
#23 Cc1ccc(C(=O)Nc2ccccc2C(=O)N2CC3(C)CC2CC(C)(C)C3)cc1 (stereo unspecified)
    -1, 0, 0.42, 95, 1, -7, 0.3, 1.1, 0.3, 4
#24 COc1ccc(/C=N/NC(=O)C2COc3ccccc3O2)cc1OC (stereo unspecified)
    13, -6, 1, 103, -13, 3, -0.1, 1, -0.8, 10
#25 Cc1ccc(-c2nn3c(C)nnc3s2)cc1NC(=O)c1cccnc1
    -4, -1, 1.2, 100, 4, -6, -0.1, 1.1, 0.2, 7
#26 N/C(=N\OC(=O)/C=C/c1ccccc1Cl)c1ccncc1
    -235, -6, 3.8*, 113, 235*, 24, -0.1, 0.8, -0.7, 11
#27 Cc1cc(C)n(-c2nc3ccccc3c(=O)n2OCC(=O)N(C)C)n1
    3, 1, 1.2, 97, -3, -2, 0.6, 1, 2.1, 12
#28 CCN(CC)S(=O)(=O)c1ccc(C(=O)NCc2ccc3c(c2)cc(C)n3C)cc1
    -9, -8, 1, 100, 9, -6, -0.2, 1.1, -1.0, -17
#29 COc1cccc(Sc2ccccc2/C=N/NC(N)=O)c1
    65*, 1, 1.1, 96, -65, -6, -0.1, 1.1, -0.2, 2
#30 COc1ccc(CCNC(=O)c2ccc(Cl)cc2)cc1OC
    -3, -5, 1.1, 85, 3, 3, -0.1, 1, -0.3, 15
#31 CCn1c(CNC(=O)c2ccc(OC)c(OC)c2)nnc1SCC(=O)Nc1ccccc1
    46*, -6, 1.1, 100, -46, -3, -0.2, 1, 0.4, 5
#32 Cc1ccc(/C(O)=C2/C(=O)C(=O)N(CCN3CCOCC3)C2c2cccnc2)cc1 (stereo unspecified)
    -34, -6, 1.2, 90, 34, -3, -0.4, 1, -2.7, 8
#33 CC1=CC(C)C2(COC(=O)Nc3ccccc3)COC(C)C1C2C (stereo unspecified)
    -12, -2, 1.2, 99, 12, -6, -0.1, 1.1, -0.8, 14
#34 COc1cc(NC(=O)CCN2CCN(Cc3ccccc3)CC2)cc(OC)c1
    -5, -1, 1.1, 99, 5, -4, -0.4, 1, -0.1, 6
#35 COc1ccc2cc(C(c3nnnn3CCc3ccccc3)N3CCCC(C)C3)c(=O)[nH]c2c1 (stereo unspecified)
    -3, 4, 0.72, 96, 3, -6, 0.1, 1.1, 1.2, 10
#36 Cc1ccccc1C(=O)NC(NCC1CCCO1)C(Cl)(Cl)Cl (stereo unspecified)
    5, ., 1, 103, -5, -1, -0.3, 1, -8.8, 9
#37 c1ccc(COc2ccccc2CNCc2cccnc2)cc1
    -2, 0, 0.99, 99, 2, -3, -0.3, 1, 0.2, -2
#38 COc1ccc(S(=O)(=O)N(C)CC(=O)N2CCOCC2)cc1
    6, -5, 0.93, 94, -6, -6, -0.2, 1.1, 0.1, 0
#39 Cc1ccccc1-n1nc(C)c2cc(C(=O)NCc3cccnc3)sc21
    2, 2, 1, 87, -2, -6, -0.1, 1.1, -0.8, -2
#40 Cc1noc(NS(=O)(=O)c2ccc(N/C=C/C(=O)c3ccc4c(c3)OCO4)cc2)c1C
    5, -2, 1.3, 116, -5, 31, -0.3, 0.7, 1.1, 7
#41 CSc1ccc(S(=O)(=O)Nc2cccc(F)c2)cc1
    -4, 3, 1.3, 94, 4, -5, -0.2, 1.1, 1.8, -9
#42 CCOC(=O)Nc1ccc2c(c1)N(C(=O)CCN1CCN3CCCC3C1)c1ccccc1CC2 (stereo unspecified)
    8, 4, 1.2, 97, -8, -4, -0.3, 1, 0.1, -1
#43 Cc1ccc(/C=C(/NC(=O)c2ccccc2)C(=O)NCCc2c[nH]c3ccccc23)o1
    -3, 1, 1.2, 103, 3, -3, 0.1, 1, -2.2, 6
#44 CCCOc1ccc(NC(=O)CC2C(=O)N(CC)C(=S)N2CCCN2CCN(Cc3ccccc3)CC2)cc1 (stereo unspecified)
    -56, 0, 0.81, 96, 56, -5, 0.0, 1, -1.2, 2
#45 Cc1nnc(SCC(=O)Nc2ccccc2)n1CCc1ccccc1
    -17, 0, 0.93, 98, 17, -5, 0.0, 1, 0.3, -6
#46 O=C(/C=C/c1ccccc1Cl)NCc1ccccc1
    -22, -4, 1.4, 105, 22, 2, 0.0, 1, 1.3, 3
#47 O=C(CS(=O)(=O)Cc1ccccc1)Nc1ccc2c(c1)OCO2
    -14, -2, 1.1, 114, 14, 4, -0.5, 1, 0.2, 6
#48 CC(=O)Nc1nc(C(=O)O)cs1
    -18, -9, 1.3, 101, 18, -4, -0.2, 1, -0.5, 1
#49 COc1ccccc1-c1cc(C2CC2)nc(N)c1C#N
    -2, -4, 1.1, 105, 2, -6, 0.0, 1.1, -1.3, 10
#50 CC(O)[C@H](NC(=O)C1(c2ccccc2)CCN(C(=O)OC(C)(C)C)CC1)C(=O)O (stereo partly specified)
    -3, 0, 1.5, 103, 3, -4, -0.2, 1, -1.6, -1
#51 NS(=O)(=O)c1ccc(CCNC(=O)C2CCCCC2)cc1
    2, 1, 1.3, 95, -2, 0, -0.5, 1, 0.1, -2
#52 COc1cc2c(cc1OC)-c1nnnn1C(C)(C)C2
    8, -12, 1.2, 100, -8, -1, -0.1, 1, 2.3, 12
#53 COc1ccc(N=C2CC(C)(C)CC(=O)/C2=C(/O)c2ccccc2)cc1
    -7, -7, 0.97, 102, 7, -5, -0.5, 1, -0.1, 12
#54 Cc1sc2nc(C)n(/N=C/c3ccc(O)cc3)c(=O)c2c1C
    9, -7, 1.1, 97, -9, -4, -0.3, 1, 0.5, -3

Some of the entries so far, screen by screen:
50: CC(O)[C@H](NC(=O)C1(c2ccccc2)CCN(C(=O)OC(C)(C)C)CC1)C(=O)O (stereo partly specified)
30: COc1ccc(CCNC(=O)c2ccc(Cl)cc2)cc1OC
14: COc1ccc2nc(NC(=O)c3ccc(NS(=O)(=O)c4cccs4)cc3)sc2c1
52: COc1cc2c(cc1OC)-c1nnnn1C(C)(C)C2

| Assay by compound | 50 | 30 | 14 | 52 |
| --- | --- | --- | --- | --- |
| APP transl inh | -3 | -3 | -13 | 8 |
| Efa HMGR inh | 0 | -5 | 2 | -12 |
| NF-kB neuron act | 1.5 | 1.1 | 1.1 | 1.2 |
| STAT1 activator | 103 | 85 | 110 | 100 |
| APP 5'UTR act | 3 | 3 | 13 | -8 |
| FLuc inhib CS | -4 | 3 | 8 | -1 |
| Hsp70 activator | -0.2 | -0.1 | -0.2 | -0.1 |
| FLuc act counter | 1 | 1 | 0.9 | 1 |
| Redox H2O2 prof | -1.6 | -0.3 | -0.1 | 2.3 |
| G6PDH CS | -1 | 15 | 9 | 12 |
